RGS4-Gao reg: human RGS4-Galphao interaction regulation | Multiplexed bead flow cytometry, RGS4-Galphao binding; actives lie on both sides | binding response (% of control), % at 10 µM | 0.33% of 220,000 active | AID 1415; in the data active = binding response below about 49% or above about 150%; inactive = in between;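 note: fluorescent Galphao activated with aluminum fluoride binding bead-coupled RGS4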
Target sequence (P09471 whole entry, looked up): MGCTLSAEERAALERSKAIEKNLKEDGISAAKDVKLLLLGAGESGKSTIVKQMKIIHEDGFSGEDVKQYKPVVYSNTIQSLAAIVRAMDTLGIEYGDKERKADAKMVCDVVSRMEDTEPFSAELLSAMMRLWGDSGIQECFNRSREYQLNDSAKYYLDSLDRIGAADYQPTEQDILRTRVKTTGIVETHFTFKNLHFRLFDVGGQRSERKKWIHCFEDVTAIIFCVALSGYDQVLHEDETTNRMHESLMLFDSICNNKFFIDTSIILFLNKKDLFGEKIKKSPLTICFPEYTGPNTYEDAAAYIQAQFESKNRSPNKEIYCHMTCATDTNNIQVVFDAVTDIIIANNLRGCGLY
RGS7-Gao: human RGS7-Galphao interaction regulation; P09471; Multiplexed bead flow cytometry, RGS7-Galphao binding; actives lie on both sides; binding response (% of control), % at 10 µM; 0.35% of 220,000 active; in the data active = binding response below about 49% or above about 150%; inconclusive = no clear call, values can overlap the other calls; inactive = in between;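 note: fluorescent Galphao held in activated GDP-AlF4 state binding bead-coupled RGS7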
Avidin bead fluor: avidin bead compound fluorescence profile; AID 1775; Avidin beads, compound fluorescence 488/530 nm, flow cytometry; active compounds read high; 0.38% of 220,000 active; fluorescence (KMESF) at 10 µM; in the data active = fluorescence above about 47; note: inactives centre near 10
ABCG2 block: blocks JC-1 efflux by human ABCG2 transporter | Q9UNQ0 | IgMXP3 cells, flow cytometry | inhibition, % at 6.6 µM | 0.1% of 190,000 active | AID 1325;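 active = inhibition above 80%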;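 note: 0% = DMSO and 100% = nicardipine control wells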
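Measure – % inhibition of efflux relative to nicardipine and DMSO · Test system – ABCG2 IgMXP3 and barcoded ABCB1 CCRF-Adr cell mix · Control set – nicardipine as high control, DMSO as low control · Compound – one concentration, 6.6 µM final · Signal – flow cytometry of retained JC-1 fluorescence · Timing – 10 min exposure at 25 °C with rotation, no wash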
Bim-Bcl-2: inhibitors of Bim-Bcl-2 interaction, human; P10415; Bead-based flow cytometry, Bim peptide-Bcl-2 binding; inhibition, % at 10 µM; 0.06% of 190,000 active; in the data active = inhibition above about 40%; inconclusive = no clear call, values can overlap the other calls;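 note: 0% = no compound wells with probe peptide and 100% = reference peptide inhibitor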
Bcl-W Bim block: inhibitors of Bim-Bcl-W interaction, human; Q92843; bead-based flow cytometry, Bim peptide-Bcl-W binding; inhibition, % at 10 µM; 0.02% of 190,000 active; AID 952;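 note: 0% = bound tracer without compound and 100% = peptide blocker; higher means less fluorescent Bim peptide bound to Bcl-W beads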
Target sequence (Q92843 whole entry, looked up): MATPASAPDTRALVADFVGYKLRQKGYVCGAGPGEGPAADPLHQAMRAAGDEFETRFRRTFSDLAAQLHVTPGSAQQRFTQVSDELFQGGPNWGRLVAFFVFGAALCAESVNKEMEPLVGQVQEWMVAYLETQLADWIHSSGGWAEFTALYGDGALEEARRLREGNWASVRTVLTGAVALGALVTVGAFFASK
Bfl-1 Bim block: inhibitors of Bim-Bfl-1 interaction, human. Bead-based flow cytometry, Bim-Bfl-1 binding inhibition. inhibition, % at 10 µM. 0.12% of 190,000 active. AID 1008;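 note: 0% = wells without compound plus tracer and 100% = blocker peptide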
Bim-Bcl-B: disrupts Bim peptide binding to human Bcl-B. inhibition, % at 10 µM. 0.073% of 190,000 active. bead-based flow cytometry. Q9HD36;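 note: 0% = tracer peptide without compound and 100% = reference inhibitor peptide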
Target sequence (Q9HD36 whole entry, looked up): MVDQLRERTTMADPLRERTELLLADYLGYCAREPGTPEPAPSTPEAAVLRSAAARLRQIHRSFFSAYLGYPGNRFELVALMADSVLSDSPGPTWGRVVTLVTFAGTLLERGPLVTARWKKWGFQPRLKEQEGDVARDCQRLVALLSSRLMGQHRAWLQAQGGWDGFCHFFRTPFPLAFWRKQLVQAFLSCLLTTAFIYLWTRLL
ABCB1 inh: inhibitors of human ABCB1 transporter, ABCG2 counter-screen | P08183 | CCRF-Adr cells, JC-1 efflux, flow cytometry | inhibition, % at 6.6 µM | 0.067% of 190,000 active; in the data active = inhibition above about 40%;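 note: 0% = vehicle and 100% = reference inhibitor; higher value means more JC-1 retained so stronger ABCB1 efflux block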
Bim-Bcl-XL: inhibitors of Bim-Bcl-XL interaction, human; AID 1007; 0.04% of 190,000 active; Bim peptide-Bcl-XL binding, bead flow cytometry, fluorescence; inhibition, % at 10 µM; Q07817
Target sequence (Q07817 whole entry, looked up): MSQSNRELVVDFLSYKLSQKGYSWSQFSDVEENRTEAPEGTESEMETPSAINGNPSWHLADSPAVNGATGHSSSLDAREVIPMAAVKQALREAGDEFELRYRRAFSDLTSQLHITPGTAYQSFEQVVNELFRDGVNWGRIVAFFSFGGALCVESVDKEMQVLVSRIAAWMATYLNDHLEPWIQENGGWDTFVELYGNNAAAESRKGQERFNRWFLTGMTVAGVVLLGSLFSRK
GSH fluor: GSH bead compound fluorescence profile. GSH beads flow cytometry, compound fluorescence 488/530 nm; active compounds read high. fluorescence (KMESF) at 10 µM. 0.25% of 190,000 active; in the data active = fluorescence above about 89;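 note: glutathione beads carrying GST-tagged Bcl family fusion proteins plus one bare bead set; values are compound well signal with DMSO vehicle wells as background; inactives centre near 16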
* hit, by the source's call; ? = inconclusive; / = no result given. Cut-off read from the data, not from the text of the source, unless noted: active = inhibition above about 40%.

SMILES | RGS4-Gao reg | RGS7-Gao | Avidin bead fluor | ABCG2 block | Bim-Bcl-2 | Bcl-W Bim block | Bfl-1 Bim block | Bim-Bcl-B | ABCB1 inh | Bim-Bcl-XL | GSH fluor
CCOC(=O)N1CCN(C(c2cccnc2)c2ccc3cccnc3c2O)CC1 (stereo unspecified) | 79 | 79 | 7 | 0 | -6 | 3 | -9 | -4 | -0.1 | -1 | 47
COc1ccc(Br)cc1CNC(=O)C1CCCN(S(C)(=O)=O)C1 (stereo unspecified) | 89 | 93 | 6 | 0 | 0 | 0 | -13 | -6 | 0.3 | -4 | 5
CC(=Nc1ccc(C)c(C)c1)C1=C(O)CCC1=O | 98 | 106 | 23 | 0 | -7 | -1 | -11 | -5 | -0.1 | -5 | 24
COc1cc(OC)c2c(c1O)OC(c1ccccc1)CC2=O (stereo unspecified) | 98 | 95 | 7 | 1 | -4 | 0 | -7 | -3 | -0.4 | -5 | 18
COc1ccccc1CNC(=O)Cn1nnc(-c2ccncc2)n1 | 96 | 100 | 16 | 0 | -2 | -2 | 0 | -2 | 0.2 | -2 | 17
COc1ccc(OCc2nc3c4cc(OC)c(OC)cc4nc(=S)n3[nH]2)cc1 | 103 | 101 | 12 | 0 | -4 | -1 | -12 | -17 | -0.1 | -1 | 12
CCOc1cc(CNCCc2ccc(S(N)(=O)=O)cc2)ccc1OCc1ccc(Cl)cc1 | 102 | 111 | 16 | 1 | 0 | 1 | -1 | 0 | 0.3 | 0 | 15
COc1c([N+](=O)[O-])c(=O)n(-c2ccccc2)c2ccccc12 | 101 | 99 | 2 | -1 | -5 | 0 | 0 | -5 | -0.1 | -6 | 6
O=C(/C=C/NNC(=O)c1ccc(Cl)cc1)c1ccccc1 | 98 | ? | 10 | 2 | -2 | 0 | -4 | -4 | 0.4 | -1 | 25
O=C(CCCOc1ccccc1)Nc1ccc(Cl)cn1 | 105 | ? | 15 | 3 | 0 | -2 | -5 | -2 | 0.8 | -1 | 10
COc1ccc2[nH]c(=O)c(CN(CC3CCCO3)C(=O)Nc3ccc(F)cc3)cc2c1 (stereo unspecified) | 101 | 99 | 9 | 9 | 0 | -1 | -1 | 3 | 1.3 | -2 | 28
CC(C)[C@H](NC(=O)CCn1nnc2ccccc2c1=O)C(=O)O | 99 | 102 | 7 | 7 | 0 | -4 | -2 | -1 | 1.1 | 0 | 24
Cc1c(Cc2ccccc2)sc(NC(=O)c2ccco2)c1C(N)=O | 105 | 106 | 17 | 3 | -17 | -5 | -2 | -1 | 0.7 | -8 | 23
NC(=O)c1c(NC(=O)c2ccc(S(=O)(=O)N3CCOCC3)cc2)sc2c1CCCCC2 | 102 | 102 | 6 | -2 | 0 | -8 | -2 | -5 | -0.6 | -7 | 11
O=C1N=C(N2CCOCC2)S/C1=C1\C(=O)N(Cc2ccccc2)c2ccccc21 | 99 | 101 | 21 | 3 | 2 | -4 | 6 | -3 | 1.4 | 0 | 15
Cc1ccc(-c2nnc(N3CCN(C(=O)COc4ccccc4)CC3)c3ccccc23)cc1 | 98 | 99 | 9 | 4 | -9 | 0 | -10 | -9 | 2.6 | -11 | 28
CCOC(=O)c1c(C)oc2c1c(C(c1ccccc1)N1CCOCC1)c(O)c1ccccc12 (stereo unspecified) | 103 | 100 | 7 | -1 | -6 | 6 | -9 | -3 | -0.2 | -6 | 10
CC(=O)NC1CSCC1OC(C)=O (stereo unspecified) | 110 | 112 | 6 | 0 | -2 | -6 | -3 | -3 | -0.1 | 0 | 48
CC(/C=C/c1ccccc1)=N/NC(=O)c1cnccn1 | 102 | 100 | 5 | 2 | 13 | -4 | -6 | -6 | 0.1 | -5 | 20
CC(C)CNC(=S)NNC(=O)c1csc2c1CCCC2 | 105 | 109 | 5 | 0 | 0 | 1 | 3 | -11 | -0.1 | 0 | 14
c1ccc(-c2nnc(OCc3cccnc3)c3ccccc23)cc1 | 99 | 93 | 8 | 18 | 4 | 3 | -4 | -1 | 2.1 | -1 | 13
CC(=O)OC(C)C[N+](C)(C)C (stereo unspecified) | / | / | / | 0 | 0 | 2 | 0 | -1 | 0.4 | -1 | 15
O=c1[nH]n(-c2ccc([N+](=O)[O-])cc2)c(=O)c2ccccc12 | 88 | 56 | 2 | 1 | -1 | -3 | -16 | -13 | 0.2 | -4 | 21
O=C(NNc1cccc(Cl)n1)Nc1cccc(Cl)c1 | 99 | 99 | 2 | 0 | -5 | 0 | -3 | -4 | -0.6 | 1 | 16
CCOC(=O)/C(C#N)=C1/C=CNC(=O)N1 | 96 | 98 | 6 | 3 | -1 | 0 | -5 | -1 | 0.7 | 0 | 69
Cn1c2c(c(=O)n(C)c1=O)C1c3cc(Cl)ccc3OCC1CO2 (stereo unspecified) | 104 | 101 | 7 | 2 | -6 | 1 | -9 | -5 | 0.3 | 0 | 14
CN1C(=O)c2ccccc2C(C(=O)NCc2ccco2)C1c1c[nH]c2ccccc12 (stereo unspecified) | 101 | 100 | 35 | 0 | -2 | 0 | -1 | 0 | 0.1 | 0 | 12
Cc1[nH]c2ccccc2c1Cc1nnc(SCc2ccccc2)o1 | 107 | 105 | 5 | 2 | -8 | -1 | 1 | -5 | 0.7 | 0 | 23
COc1cccc(C2CC(=O)Nc3cc4c(cc32)CCC4)c1 (stereo unspecified) | 106 | ? | 11 | 8 | 1 | 1 | -3 | -1 | 1.9 | -1 | 19
Cc1ccccc1NC(=O)c1ccc(NC(=O)c2ccco2)cc1 | 105 | 101 | 43 | 2 | -2 | 0 | 0 | 2 | 0.5 | 0 | 18
CC(C)CNC(=O)CC(=O)N/N=C/c1ccc(F)cc1 | 101 | 103 | 10 | 17 | -2 | -2 | -4 | -1 | 1.8 | -2 | 12
COc1ccccc1CC(=O)Nc1cccc(C(=O)NN2C(=O)c3ccccc3C2=O)c1 | 101 | 102 | 11 | 13 | -5 | -7 | 0 | -1 | 0.7 | -5 | 10
Cc1cccc(C(=O)Nc2oc(-c3ccccc3)cc2C#N)c1 | 101 | 101 | 5 | 1 | -6 | 0 | -8 | -6 | -0.2 | -4 | 27
O=C(NCc1ccco1)C(c1cccnc1)N(C(=O)Cn1nnc2ccccc21)c1ccccc1 (stereo unspecified) | 105 | 99 | 10 | 3 | -15 | 2 | -14 | -14 | 0.6 | -8 | 13
Cc1ccc(N2C(=O)c3ccccc3C2Nc2ccccc2F)nc1 (stereo unspecified) | 101 | 112 | 15 | -3 | -1 | 3 | -10 | -3 | -1.9 | -3 | 20
N#CC(=C1SC=CS1)c1nc(-c2ccccc2)cs1 | 101 | 101 | 12 | -5 | -13 | -2 | -8 | -9 | -0.8 | -4 | 29
Cc1cc(N)n(Cc2cccs2)n1 | 81 | 77 | 14 | 8 | -8 | -4 | -6 | -12 | 0.8 | -4 | 44
Cc1cnccc1CNC(=O)CC1C(=O)NCCN1CC(C)(C)C (stereo unspecified) | 104 | 105 | 11 | 5 | -6 | 0 | -6 | -2 | 1.2 | 0 | 11
Cc1cc(C)n(-c2ccc(Cl)c(C(=O)O)c2)n1 | 92 | 96 | 7 | 0 | -1 | 0 | -7 | -6 | 0.2 | 0 | 14
CC(CC(=O)N1CCN(c2ccccc2F)CC1)c1ccccc1 (stereo unspecified) | 100 | 103 | 5 | 3 | 0 | -5 | -2 | -6 | 0.3 | -5 | 10

Reprinted from the entries so far (ten entries):
SMILES | RGS4-Gao reg | RGS7-Gao | Avidin bead fluor | ABCG2 block | Bim-Bcl-2 | Bcl-W Bim block | Bfl-1 Bim block | Bim-Bcl-B | ABCB1 inh | Bim-Bcl-XL | GSH fluor
c1ccc(-c2nnc(OCc3cccnc3)c3ccccc23)cc1 | 99 | 93 | 8 | 18 | 4 | 3 | -4 | -1 | 2.1 | -1 | 13
CC(=O)OC(C)C[N+](C)(C)C (stereo unspecified) | / | / | / | 0 | 0 | 2 | 0 | -1 | 0.4 | -1 | 15
O=c1[nH]n(-c2ccc([N+](=O)[O-])cc2)c(=O)c2ccccc12 | 88 | 56 | 2 | 1 | -1 | -3 | -16 | -13 | 0.2 | -4 | 21
O=C(NNc1cccc(Cl)n1)Nc1cccc(Cl)c1 | 99 | 99 | 2 | 0 | -5 | 0 | -3 | -4 | -0.6 | 1 | 16
CCOC(=O)/C(C#N)=C1/C=CNC(=O)N1 | 96 | 98 | 6 | 3 | -1 | 0 | -5 | -1 | 0.7 | 0 | 69
Cn1c2c(c(=O)n(C)c1=O)C1c3cc(Cl)ccc3OCC1CO2 (stereo unspecified) | 104 | 101 | 7 | 2 | -6 | 1 | -9 | -5 | 0.3 | 0 | 14
CN1C(=O)c2ccccc2C(C(=O)NCc2ccco2)C1c1c[nH]c2ccccc12 (stereo unspecified) | 101 | 100 | 35 | 0 | -2 | 0 | -1 | 0 | 0.1 | 0 | 12
Cc1[nH]c2ccccc2c1Cc1nnc(SCc2ccccc2)o1 | 107 | 105 | 5 | 2 | -8 | -1 | 1 | -5 | 0.7 | 0 | 23
COc1cccc(C2CC(=O)Nc3cc4c(cc32)CCC4)c1 (stereo unspecified) | 106 | ? | 11 | 8 | 1 | 1 | -3 | -1 | 1.9 | -1 | 19
Cc1ccccc1NC(=O)c1ccc(NC(=O)c2ccco2)cc1 | 105 | 101 | 43 | 2 | -2 | 0 | 0 | 2 | 0.5 | 0 | 18

Continuation:
SMILES | RGS4-Gao reg | RGS7-Gao | Avidin bead fluor | ABCG2 block | Bim-Bcl-2 | Bcl-W Bim block | Bfl-1 Bim block | Bim-Bcl-B | ABCB1 inh | Bim-Bcl-XL | GSH fluor
CCn1c(SCC(=O)NCc2ccco2)nc2c1c(=O)n(C)c(=O)n2C | 78 | 82 | 15 | 1 | 3 | 2 | 0 | 1 | 0.0 | 0 | 5
CCOC(=O)c1sc(-c2cccs2)nc1C | 101 | 104 | 11 | 1 | -3 | -4 | -7 | -4 | 0.3 | -2 | 14
Cc1cccn2c(=O)c3cc(C(=O)NCC4CCCO4)c(=N)n(CCN4CCOCC4)c3nc12 (stereo unspecified) | 99 | 101 | 15 | 2 | -2 | -4 | -3 | -3 | 0.2 | -2 | 14
Cc1ccc(CC(=O)Nc2nc3ccccc3s2)cc1 | 97 | 103 | 12 | 3 | 0 | 0 | -1 | -4 | 0.4 | -2 | 27
CCCCC(=O)Nc1nnc(SCC(=O)NC2CCCC2)s1 | 93 | 94 | 24 | 1 | -3 | -4 | 0 | -5 | 0.1 | -3 | 13
CCOC(=O)CSC1=C(C#N)C(c2ccc(Cl)cc2)CC(=O)N1 (stereo unspecified) | 97 | 98 | 5 | 4 | -3 | -1 | -6 | -3 | 0.2 | -3 | 24
Cc1ccc2c(c1)C1CN(C)CCC1N2C(=O)c1ccc(Cl)c(S(=O)(=O)N2CCOCC2)c1 (stereo unspecified) | 103 | ? | 10 | 0 | -2 | 0 | -3 | -1 | 0.0 | 0 | 14

Screening data deposited in PubChem BioAssay by NMMLSC.
